# Screening results as filed in PubChem BioAssay.
# eLon inh – inhibitors of E. coli Lon protease. purified E. coli Lon protease, fluorescence polarization. inhibition, % at 7.94 µM. 0.42% of 360,000 active. AID 602123; in the data active = inhibition above about 13%, passing the limit was not always enough;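 note: 0% = enzyme with probe and DMSO and 100% = no enzyme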
# bovine MsrA act – activates bovine MsrA enzyme; activation, % at 10.6 µM; purified bovine MsrA, absorbance read-out; 0.3% of 360,000 active; in the data active = activation above about 7.5%;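 note: 0% = vehicle and 100% = reference activator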
# Rin1-Abl PPI inh – inhibitors of human Rin1-Abl protein interaction; TR-FRET Rin1/Abl binding, biochemical; 0.4% of 360,000 active; inhibition, % at 7.35 µM; P00519+Q13671; in the data active = inhibition above about 5%, passing the limit was not always enough
# NRP1-CendR mod – alters CendR peptide binding to human NRP-1; 0.85% of 360,000 active; FAM-RPARPAR peptide binding to NRP-1, fluorescence polarization; inhibition, % at 25 µM; O14786;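 active = inhibition or corrected inhibition above about 18%, plus a signal ratio from 0.5 to 1.5, limit read from the data, passing the limit was not always enough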; note: strong numbers were not always called active
# Neddyl block – cullin neddylation inhibition. calls only at 25 µM. P61081+Q13564. AID 651699. TR-FRET cullin neddylation, biochemical. 0.58% of 360,000 active; in the data active = inhibition above about 36%
# FAS TE block – blocks the thioesterase domain of human fatty acid synthase; recombinant FAS-TE, OMFH fluorogenic substrate, fluorescence endpoint; inhibition, % at 15 µM; 0.67% of 360,000 active; P49327;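 active = compounds whose normalised, plate-corrected inhibition of enzyme fluorescence in the single-dose primary screen is 50% or more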;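 note: 0% = DMSO with enzyme and 100% = substrate without enzyme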
# SKN-1 inh – C. elegans SKN-1 inhibition; C. elegans VP596 Pgst-4::GFP/RFP ratio, acrylamide-induced, 24 h; inhibition, % at 21.8 µM; 0.49% of 360,000 active;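 active = interference check ratio from 0.5 to 1.5 plus GFP to RFP signal ratio inhibition reaching or exceeding a fixed threshold, cut at about 30% in these data, passing the limit was not always enough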; note: some compounds called inactive have numbers as strong as hits
# PABP1 MLLE inh – inhibitors of microRNA-mediated deadenylation, human PABP1 MLLE binding; GST-MLLE / FITC-PAM2 fluorescence polarization; 0.36% of 360,000 active; AID 588489; inhibition, % at 20 µM; P11940; in the data active = inhibition above about 35%, passing the limit was not always enough;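 note: plate controls were DMSO wells with GST-MLLE for no effect and wells lacking GST-MLLE protein for full effect; some results filed as inactive read as strong as hits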
# Target sequence (P11940 whole entry, looked up): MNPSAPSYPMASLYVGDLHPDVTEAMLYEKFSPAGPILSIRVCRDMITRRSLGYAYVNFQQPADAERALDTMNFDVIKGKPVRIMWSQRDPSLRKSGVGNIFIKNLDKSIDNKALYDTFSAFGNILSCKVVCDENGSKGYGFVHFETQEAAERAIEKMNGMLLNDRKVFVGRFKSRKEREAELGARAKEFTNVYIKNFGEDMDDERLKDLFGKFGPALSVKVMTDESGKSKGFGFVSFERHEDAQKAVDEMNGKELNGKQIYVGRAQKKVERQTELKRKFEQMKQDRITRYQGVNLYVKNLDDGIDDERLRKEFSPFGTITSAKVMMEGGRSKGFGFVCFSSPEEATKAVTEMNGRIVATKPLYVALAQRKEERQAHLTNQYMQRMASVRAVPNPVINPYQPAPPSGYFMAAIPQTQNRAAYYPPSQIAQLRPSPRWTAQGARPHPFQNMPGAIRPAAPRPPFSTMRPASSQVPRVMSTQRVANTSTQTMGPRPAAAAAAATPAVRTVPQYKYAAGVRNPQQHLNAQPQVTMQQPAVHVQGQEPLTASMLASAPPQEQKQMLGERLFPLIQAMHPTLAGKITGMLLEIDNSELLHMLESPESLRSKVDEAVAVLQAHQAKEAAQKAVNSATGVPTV
# MT1-MMP act inh – inhibitors of human MT1-MMP activation | HT1080 RFP-PRO-GFP cells, GFP/RFP ratio fluorescence, overnight; percent of plate control window, DMSO zero | GFP/RFP ratio change, % at 20 µM | P50281 | 0.061% of 360,000 active;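 active = GFP/RFP ratio change of at least 30% with cell ATP level not reduced by more than half and red fluorescence within 50% of control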; note: strong numbers were not always called active
#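 Assay system – RFP-PRO-GFP reporter HT1080 cells · Compound dosing – single dose of 20 µM compound, 1% DMSO final · Incubation – overnight compound exposure at 37 °C · Measure – GFP/RFP fluorescence ratio · Benchmarks – DMSO wells and RFP-L50D-GFP cells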
# Numbers without * were called inactive; i = inactive; · = not tested or not shown; + = active, no number.
SMILES	PABP1 MLLE inh	MT1-MMP act inh	Neddyl block	FAS TE block	NRP1-CendR mod	Rin1-Abl PPI inh	bovine MsrA act	SKN-1 inh	eLon inh
O=C(CN1C(=O)NC2(CCOc3ccccc32)C1=O)NCCc1ccccc1 (configuration not stated)	3	-5	i	-6	-1	1	0	-4	-11
Cc1ccc(N(CCCCN2C(=O)c3ccccc3C2=O)C(=O)c2cccs2)cc1	-4	-5	i	23	16	-1	-3	4	-8
N#Cc1cccc(CSc2ncnc(N)n2)c1	14	0	i	0	12	-1	-3	-1	4
S=c1nn[nH]c2ccccc12	30	0	i	-3	-11	-4	-11	0	-7
CCOC(=O)N1CCN(C(=O)CSc2nc(=O)n3ccc(C)cc3n2)CC1	22	-1	i	-2	-11	-4	0	9	5
CCC(=O)N(CCC1(C(C)C)CCOC(C)(C)C1)C(C)c1cccs1 (configuration not stated)	18	-2	i	0	-13	1	-3	9	0
COc1ccc(-c2nc(SCC(=O)NCc3ccco3)c(-c3ccccc3)[nH]2)cc1OC	28	-3	i	5	-4	-3	0	-7	-1
CCS(=O)(=O)NCCc1csc(-c2cccnc2)n1	8	-1	i	-8	13	-1	-3	2	-6
Cc1nn(-c2nnc(C)c(=O)[nH]2)c(C)c1SCC(=O)Nc1ccc(C(C)C)cc1	0	6	i	-9	-13	-2	2	-12	-1
Cc1ccc(NC(=O)CN(C)C(=O)CSc2nnc(C(F)(F)F)n2C)cc1	9	5	i	0	8	-2	-8	-2	7
CC(CN1CCCCC1)OC(=O)CCc1ccccc1 (configuration not stated)	-10	-6	i	-5	-1	2	3	3	1
Cc1ccn2cc(-c3cnoc3C)nc2c1	5	2	i	-4	4	-1	-4	-12	-3
COc1ccc(CCNC(=O)c2ccc(NC(=O)CC3SC(N4CCCCC4)=NC3=O)cc2)cc1 (configuration not stated)	2	0	i	-1	-7	5	-1	5	-3
COc1ccc(/C=C2/SC(=O)N(CC(=O)Nc3cc(C)on3)C2=O)cc1OC	-15	-1	i	-9	-2	1	-4	10	6
O=C(c1ccc2c(c1)OCCO2)N1CCN(Cc2c(F)cccc2Cl)CC1	-2	-1	i	0	17	-1	-1	18	-3
Cc1cc(=O)oc(C)c1C(=O)Nc1cccnc1Cl	13	-2	i	-6	-8	5	-3	5	20
Cc1c(C(=O)NCc2cccnc2)oc2ccc(S(=O)(=O)N3CCCC(C)C3)cc12 (configuration not stated)	2	1	i	0	5	-3	-2	13	-2
CC1(C2CCCC2)NC(=O)NC1=O (configuration not stated)	6	8	i	-8	-26	1	-8	3	5
COc1cc(NS(=O)(=O)c2cn(C)cn2)cc(OC)c1	-8	-4	i	-5	10	6	-1	7	0
COc1ccc(CCN=C(N)NS(=O)(=O)c2ccc(C)cc2)cc1	-14	6	i	1	-8	0	-11	-7	-12
Cc1sc(NC(=O)CN2CCN(c3ccccn3)CC2)c(C#N)c1C	-10	2	i	-22	-30	-1	-11	-6	-12
COc1cc(C(=O)N2C[C@H]3CC[C@H]2C3)ccc1OC1CCN(C(C)=O)CC1	3	-1	i	-6	19	-1	1	1	7
CC(C)[C@H](NC(=O)c1ccccc1F)C(=O)Nc1ccc2c(c1)OCO2	-1	-3	i	1	7	1	-2	9	-16
COc1ccc(OCC(=O)N2CCc3c([nH]c4ccccc34)C2c2ccccn2)cc1 (configuration not stated)	-11	-1	i	17	-9	1	-4	2	-6
COC(=O)COc1cccc(NC(=O)c2ccc(C)cc2)c1	2	0	i	-5	-1	2	-5	31	-5
Cc1ccccc1NC(=O)Cc1nc(COC(=O)c2ccc(Cl)c(S(N)(=O)=O)c2)cs1	-13	-1	i	-4	-14	9	-2	13	-9
O=C1CNc2ccc(C(=O)N3CCN(c4ccccn4)CC3)cc2N1	-39	0	i	-7	-23	-4	-4	1	-6
COCCOc1ccc(C(F)(F)F)cc1NC(=O)COC(=O)c1ccc(N2CCCC2=O)cc1	21	5	i	1	7	3	-3	1	-9
O=C(Nc1c(-c2ccc(F)cc2)nc2ccccn12)c1ccc(F)cc1	-8	-3	i	2	0	1	1	-9	3
O=C1CN(C(=O)N[C@@H](Cc2ccccc2)C(=O)N[C@H](Cc2ccccc2)C(=O)O)c2ccccc2N1	-13	1	i	-5	5	1	-2	11	4
CC(=O)c1cccc(NC(=S)NCCc2ccc(Cl)cc2)c1	13	2	i	12	8	-1	-9	2	2
O=C(O)c1ccc(-c2nc(-c3ccccc3)c(-c3cccs3)[nH]2)cc1	2	5	·	-4	9	-1	2	8	-3
CCOC(=O)NCc1ccccc1	10	2	i	-8	5	-2	0	6	1
Cc1ccccc1C(=O)N(C)[C@H]1C[C@H]2c3[nH]c4ccccc4c3CCN2C[C@H]1[C@H](C)O	-2	0	i	-13	-24	-3	-3	-2	8
COC(=O)[C@@]12C[C@@H](CC(=O)N3CCSCC3)C(=O)N(Cc3ccccc3)C1=CCC(C)(C)C2	·	6	i	·	3	·	·	9	·
COC(=O)C1CCCCN1C(=O)c1cc(COc2cccc3cnccc23)on1 (configuration not stated)	10	4	+	6	1	1	-5	-4	0
CN1CCN(C(=O)CN(c2cc(C(F)(F)F)ccc2Cl)S(C)(=O)=O)CC1	-6	0	i	-4	-2	-5	-2	1	-12
CN(Cc1ccc(Cl)c(Cl)c1)C(C(=O)NCc1ccccc1)c1ccc(C(F)(F)F)cc1 (configuration not stated)	·	-9	i	·	3	·	·	-2	·
CC(C)(C)OC(=O)NCc1ccc(CNC(=O)c2nc[nH]c2C(=O)N2CCN(C(=O)OC(C)(C)C)CC2)cc1	-10	1	i	12	27*	3	1	8	0
CCC/C(O)=C1\C(=O)CCCC1=NCCc1c(C)[nH]c2ccccc12	10	-2	i	-4	3	0	-7	-3	11
Cc1cccc(C)c1N1C(=O)c2ccccc2NC(=O)C1C(=O)NCCc1ccccc1 (configuration not stated)	·	5	i	·	5	·	·	7	·
COc1cc(C)ccc1OCCOc1cc(C)ccc1Cl	-1	1	i	20	7	0	5	0	-7
Cc1nc2c(C(=O)N3CCN(C)CC3)cnn2c(C)c1Cc1ccc(Cl)cc1	-10	4	·	-9	-12	0	-10	-4	-7
COc1cccc2cc(C(C)N(CCCN3CCOCC3)C(=S)Nc3ccccc3C)oc12 (configuration not stated)	-53	-1	i	1	-6	0	-1	10	-14
CC(=NNC(=S)Nc1ccc(C)cc1)c1ccccn1	26	-3	i	-4	4	0	-2	12	-17
Cc1nc(Cl)c(N=Cc2cccc([N+](=O)[O-])c2)c(Cl)n1	4	1	i	-1	-14	0	-2	5	-7
O=C(COC(=O)C1CCN(c2ccc(C(F)(F)F)cn2)CC1)c1ccccc1	3	1	i	25	-10	1	-3	-2	9
COCCNC(=O)c1c(N)n(-c2ccccc2)c2nc3ccccc3nc12	0	5	·	0	9	-2	-6	4	-1
COc1ccc(C/C(N)=N/OC(=O)Cc2ccccc2)cc1	-10	2	i	-1	12	5	-2	5	-14
CCC(C)NC(=S)N1CCN(Cc2ccc3c(c2)OCO3)CC1 (configuration not stated)	-119	1	i	-5	19	3	-1	6	2
COC(=O)c1cccn(CC(=O)c2ccc(Cl)cc2)c1=O	3	0	i	-7	9	0	-7	-8	-1
CN(Cc1cccc(F)c1)C(=O)c1ccc(S(=O)(=O)N2CCOCC2)cc1	-1	3	i	-2	-1	1	-7	-12	-7
COC(=O)/C=C1\N/C(=N\c2nc(C)cc(C)n2)N(c2ccc(C)c(C)c2)C1=O	-4	0	i	-6	1	-5	-4	6	-4
Cc1ccn2cc(CCNC(=O)Cc3cccs3)nc2c1	-6	3	i	-1	1	-1	-1	12	0
CSc1nc(-c2ccccc2)c(C#N)c(=O)n1C	-2	-5	i	2	3	-1	-4	1	-3
O=[N+]([O-])c1nn(-c2ccc(Cl)cc2)n(O)c1=NCc1ccncc1	1	2	i	-7	2	-6	-2	6	-4
OC1COC(OCc2ccccc2)C(O)C1O (configuration not stated)	7	0	i	-6	3	1	-5	10	2
CN(C)/C=N/c1sc2c(c1C(N)=O)CCCC2	-4	-1	i	-3	0	0	-2	13	-9
Cc1ccccc1C(=O)NC1CCN(CC(=O)Nc2ccc(N(C)C)cc2)CC1	2	3	i	-4	10	3	-1	-2	-5
Cc1ccccc1CCNC(=O)C1CCN(S(=O)(=O)c2ccc(-n3cnnn3)cc2)CC1	0	0	i	14	6	0	0	-10	-5

# 3 structures out of the list, arranged by number of heavy atoms, lowest first:
SMILES	PABP1 MLLE inh	MT1-MMP act inh	Neddyl block	FAS TE block	NRP1-CendR mod	Rin1-Abl PPI inh	bovine MsrA act	SKN-1 inh	eLon inh
CC(C)[C@H](NC(=O)c1ccccc1F)C(=O)Nc1ccc2c(c1)OCO2	-1	-3	i	1	7	1	-2	9	-16
Cc1ccccc1C(=O)N(C)[C@H]1C[C@H]2c3[nH]c4ccccc4c3CCN2C[C@H]1[C@H](C)O	-2	0	i	-13	-24	-3	-3	-2	8
Cc1cccc(C)c1N1C(=O)c2ccccc2NC(=O)C1C(=O)NCCc1ccccc1 (configuration not stated)	·	5	i	·	5	·	·	7	·

# (more compounds)
SMILES	PABP1 MLLE inh	MT1-MMP act inh	Neddyl block	FAS TE block	NRP1-CendR mod	Rin1-Abl PPI inh	bovine MsrA act	SKN-1 inh	eLon inh
Cc1cccc(N2CCN(S(=O)(=O)c3cccc4nonc34)CC2C)c1 (configuration not stated)	9	1	i	23	1	-1	3	-4	0
O=C(O)/C=C/c1cnn(-c2ccccc2)c1	1	2	i	-5	-5	-2	-2	3	2
Cc1ccc(-n2ncc3c(SCc4ccccn4)ncnc32)c(C)c1	11	-3	i	-2	0	2	-8	-7	2
CC(=O)c1c(C)n(C)c2ccc(OC(=O)c3ccc([N+](=O)[O-])cc3)cc12	10	3	i	0	-4	-1	-2	-2	5
CCOC(=O)CCCCCC(=O)Nc1ccc2c(c1)C(=O)N([C@@H](C)CO)C[C@H](C)[C@H](CN(C)C(=O)Nc1ccc(F)cc1)OCCCC[C@H](C)O2	-16	0	i	0	-8	2	2	11	-13
O=C(O)COc1ccc(/C=C2/SC(=S)N(Cc3ccccc3)C2=O)cc1	-20	-14	i	24	-29	-4	0	3	-19
COc1cc(CNC[C@H]2O[C@@H](n3ccc(N)nc3=O)[C@H](O)[C@@H]2O)ccc1OCc1cccc(Cl)c1	1	4	i	-7	-2	2	-8	-5	1
O=C(CCN1C(=O)C2C3C=CC(C3)C2C1=O)NC1CCCc2ccccc21 (configuration not stated)	-10	-5	i	-3	10	0	-1	1	-3
O=C(NCc1ccc2c(c1)OCO2)c1ccc(Cl)s1	7	-4	i	7	-1	2	-6	18	-17
Cc1cccc(/C(N)=N/OC(=O)c2cccnc2)c1	7	1	i	-14	7	-5	-2	14	4
COc1ccc(-c2c(-c3cccc(C)c3)oc3ccc(-c4ccc5c(c4)OCO5)cc23)cn1	3	5	i	32	7	4	-6	-9	-2
O=c1c2cnn(-c3ccc(F)cc3)c2ncn1Cc1ccccc1	-8	3	i	-9	13	4	-3	-10	-3
Cc1cc(C(=O)CSc2nnc(-c3ccccc3)n2Cc2ccc3c(c2)OCO3)c(C)n1C	-118	3	i	5	-12	-2	-2	17	-12
COc1cc2c(cc1[N+](=O)[O-])n(C(C)C)c(=O)n2C(C)C	-8	-5	i	15	2	-3	-4	6	-3
CCCCCCCCN1C(=O)[C@H](CC(=O)NCC23CC4CC(CC(C4)C2)C3)C[C@@]2(C(=O)OCC)CCC=C12	·	-19	i	·	-15	·	·	-9	·
COc1cc(NC(=O)CSc2nnc3ccc(-c4cccnc4)nn23)cc(OC)c1	8	2	i	-4	2	3	-3	7	-7
COc1cccc(CNC(=O)CCCCCNC(=O)N2CCn3c2nc2ccccc23)c1	-3	0	i	-6	7	-1	-2	12	3
O=C(CSc1nnc(NC(=O)C2CC2)s1)Nc1ccc(F)cc1F	-3	1	i	3	16	3	-1	-8	-1

# Rows were taken by chance; 4% or so of the library scored in one or more.
